# KCNQ1 inh: human KCNQ1 channel inhibition; P51787; CHO-K1 KCNQ1, FluxOR thallium flux fluorescence; active compounds read high; B-score at 10 µM; 1.3% of 310,000 active;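 active means compounds whose thallium flux B-score, printed positive for inhibition, exceeds three library SD while starting fluorescence stays within three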;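 further: channel opened by potassium depolarization with thallium stimulus after 20 min compound exposure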
# hERG protect: shields human hERG channel from block by proarrhythmic agents; Q12809; 0.51% of 310,000 active; activation (rescue from dofetilide block), less the hit threshold, % at 10 µM; CHO-hERG, FluxOR thallium flux, dofetilide IC70 present;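 active means activation above the mean of controls blocked by dofetilide plus 5 SD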;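 further: thallium influx through hERG after potassium depolarization seen as dye fluorescence rise; in these data hits start at about 4.7%; inactives centre near -7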
# KCNK9 block: blocks the human KCNK9 two-pore domain potassium channel; B-score at 10 µM; Q9NPC2; HEK293 KCNK9, FluxOR thallium flux fluorescence; active compounds read low; 1.2% of 310,000 active;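 active means ratio B-score over 3 SD below the library mean, with starting fluorescence within 5 SD of its mean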;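 further: negative B-score means less thallium flux so channel inhibition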
# Target sequence (Q9NPC2 whole entry, looked up, the tested form may be a part): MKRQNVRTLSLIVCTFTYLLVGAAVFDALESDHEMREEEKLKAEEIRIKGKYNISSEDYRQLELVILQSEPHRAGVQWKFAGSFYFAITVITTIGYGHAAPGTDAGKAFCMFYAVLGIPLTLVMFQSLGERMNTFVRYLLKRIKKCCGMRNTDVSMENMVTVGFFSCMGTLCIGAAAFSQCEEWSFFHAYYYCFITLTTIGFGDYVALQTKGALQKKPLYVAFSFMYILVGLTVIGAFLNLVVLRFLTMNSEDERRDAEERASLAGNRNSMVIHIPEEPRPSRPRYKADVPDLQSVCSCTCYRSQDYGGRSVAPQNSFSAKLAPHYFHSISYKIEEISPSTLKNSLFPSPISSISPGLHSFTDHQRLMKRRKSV
# RGS4 act: RGS4 potentiation or activation. HEK293 M3R/inducible RGS4, carbachol calcium flux Fluo4; active compounds read low. B-score at 10 µM. 0.92% of 310,000 active;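 active means B-score of the integrated calcium signal more than 4 SD below the library mean, with starting fluorescence not abnormally high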;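 further: negative B-score means reduced calcium response which marks RGS4 activation or potentiation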
#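 test system = M3R-expressing HEK293 line, RGS4 induced by doxycycline | probe or stimulus = carbachol at ECmax as muscarinic agonist stimulus | timing = dye loading 30 min 37 °C, buffer rest 30 min RT | signal = calcium dye Fluo4 fluorescence | evaluation = B score from integrated fluorescence ratio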
# KCNQ1 act: potentiates or activates the human KCNQ1 potassium channel. 0.35% of 310,000 active. CHO-K1 KCNQ1, thallium flux FluxOR fluorescence; active compounds read high. B-score at 10 µM;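 active means fluorescence ratio B-score, a plate-corrected score, at least three library SD, with initial intensity B-score within 5 SD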
#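 System: CHO-K1 cells stably expressing KCNQ1 / Medium: assay buffer for compound exposure, DMSO matched across wells / Reagent: thallium- and potassium-containing depolarizing buffer / Compound: one concentration, matched DMSO / Incubation: 20 min compound pretreatment at room temperature / Measured by: kinetic FluxOR fluorescence, 10 s baseline plus 110 s post-stimulus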
# DYRK1A inh: inhibitors of rat Dyrk1A kinase; Q63470; ADP-Glo luminescence, NFATc1 peptide; inhibition, % at 12.5 µM; 0.43% of 310,000 active; AID 504441; in the data active means inhibition above about 50%;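 further: plate controls were vehicle with enzyme for no effect and no enzyme for full effect; many of its hits are not listed in these tables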
# RGS4 block: human RGS4 inhibition; P49798; HEK293 M3R/RGS4 inducible, Fluo-4 calcium flux; active compounds read high; triggered by carbachol at its EC20; B-score at 10 µM; 0.45% of 310,000 active; AID 463165;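 active means B-score, a plate-corrected calcium signal, over three deviations above library mean, with baseline fluorescence within five deviations of library mean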;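 further: RGS4 expression induced by doxycycline in cells with stable M3 receptor; B-score is computed from the integrated fluorescence ratio over baseline after carbachol; higher B-score means a larger calcium signal and so more RGS4 inhibition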
# Target sequence (P49798 whole entry, looked up): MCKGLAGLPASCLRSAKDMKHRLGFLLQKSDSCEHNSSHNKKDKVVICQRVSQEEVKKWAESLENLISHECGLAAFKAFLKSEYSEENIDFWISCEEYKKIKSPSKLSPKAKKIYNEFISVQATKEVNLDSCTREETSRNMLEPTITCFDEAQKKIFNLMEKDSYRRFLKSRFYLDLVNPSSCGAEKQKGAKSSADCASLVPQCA
# GSK3B inh: human GSK3beta kinase inhibition; AID 2097; 0.038% of 300,000 active; GST-GSK3beta kinase, ADP-Glo luminescence, 60 min; active compounds read low; activity score (negative = inhibition), % at 10 µM;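 active means more than half of replicate wells score below -50%, meaning over 50% inhibition versus plate controls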;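 further: 0% = median DMSO wells and -100% = median GW8510 positive control wells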
#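 Assay system: GST-fused GSK3beta enzyme, cell-free / Medium: Tris pH 7.5 buffer with MgCl2, DTT, BSA, heparin / Also added: peptide substrate plus 25 µM ATP (final) / Compound: 10 µM single point / Timing: kinase reaction with compound 60 min at room temperature / Detection: ADP-Glo luminescence / Benchmarks: DMSO neutral wells and GW8510 at 20 µM as positive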
# GSK3 alpha inh: inhibitors of human GSK-3 alpha kinase; inhibition, % at 10 µM; AID 2650; ADP-Glo luminescence, 60 min; 0.1% of 320,000 active; P49840;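 in the data active means inhibition above about 50%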;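 further: GST-tagged GSK-3 alpha with peptide substrate and 25 µM ATP; 0% = DMSO neutral wells and 100% = GW8510 positive control wells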
# PolyA inhibitor: yeast polyadenylation inhibition; S. cerevisiae SKY197-pL101 polyadenylation reporter, beta-gal luminescence; efflux-impaired pdr1/pdr3 knockout yeast; score 100 = 6 SD above DMSO; calls only at 12 µM; 0.02% of 300,000 active; AID 1875;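 active means lowest replicate activity score at least 50, where 100 means six control SD above control mean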;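 further: yeast exposed to compound for 9 h at 30 °C; higher score means more reporter readthrough which indicates perturbed polyadenylation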
# KCNK3 block: human KCNK3 channel inhibition, primary screen; B-score at 10 µM; O14649; 0.84% of 340,000 active; CHO-KCNK3 thallium flux, FluxOR fluorescence; active compounds read low; AID 602410;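 active means B-score under library mean minus 4 SD, starting fluorescence ratio at most library mean plus 5 SD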;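 further: more negative B-score means stronger inhibition of thallium flux through KCNK3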
# * hit, by the source's call; i = inactive; x = no result given.
1	Cc1ccc(NS(=O)(=O)c2c(C)[nH]c(=O)[nH]c2=O)cc1C
2	Cc1ccc(C(=O)N/N=C\c2ccccc2[N+](=O)[O-])cn1
3	CCOc1nc(-c2ccc(C)cc2)ccc1-c1noc(COC)n1
4	Cc1cccc(NC(=O)CCS(=O)(=O)c2cccc3nonc23)c1C
5	O=C(O)CN1C(=O)CSc2ccccc21
6	Cc1cc2ccccc2c(=O)n1CC(=O)NCCC1=CCCCC1
7	CCN(CCO)C(=O)c1ccc2nc(Cc3ccc(OC)cc3)oc2c1
8	COC(=O)C(Cc1cnc[nH]1)NC(=O)C1CCC(=O)N1 (stereo not drawn)
assay / entry,1,2,3,4,5,6,7,8
KCNQ1 inh,i,i,i,i,i,i,i,i
hERG protect,-9.6,-5.0,-0.9,-4.5,-8.1,-16.4,-6.2,-9.9
KCNK9 block,i,i,i,i,i,i,i,i
RGS4 act,i,i,i,i,i,i,i,i
KCNQ1 act,i,i,i,i,i,i,i,i
DYRK1A inh,-0.7,3.1,-0.9,-3.4,0.3,x,x,-0.4
RGS4 block,i,i,i,i,i,i,i,i
GSK3B inh,-2.0,1.7,1.5,-1.0,-4.0,1.9,-0.2,-0.1
GSK3 alpha inh,-0.8,x,-6.1,-2.3,1.0,-1.8,0.3,-1.9
PolyA inhibitor,i,i,i,i,i,i,i,i
KCNK3 block,i,i,i,i,i,i,i,i

9	C[C@@H](CN1C2=NC[C@H](Cc3ccc(O)cc3)N2C[C@H]1Cc1ccc(O)cc1)NC(=O)CCC1CCCCC1
10	CC(=O)Nc1ccc(S(=O)(=O)N(Cc2ccccc2)c2ccccc2)cc1
11	CCOCCCn1cnc2c3cc(F)ccc3n(C)c2c1=O
12	COC(=O)CCC(=O)N1CCOCCOCCOCC1
13	COc1cc2c(cc1OC)CN(C(=O)CSc1nc(N)c(C#N)cc1C#N)CC2
14	CCN1C(=O)[C@H]2[C@@H](c3ccc(C)cc3)N3C(=O)N(c4ccc(OC)cc4)C(=O)[C@@]3(C)[C@H]2C1=O
15	COC(=O)c1c(C)[nH]c(C(=O)OC(C)C(=O)N2CCOCC2)c1C (stereo not drawn)
16	CC1=[N+]([O-])C(N2CCOCC2)C(O)(c2ccccc2)C1 (stereo not drawn)
assay / entry,9,10,11,12,13,14,15,16
KCNQ1 inh,i,i,i,i,i,i,i,i
hERG protect,-11.0,-8.7,-12.4,-7.5,-0.1,-0.7,-13.2,-4.1
KCNK9 block,i,i,i,i,i,i,i,i
RGS4 act,i,i,i,i,i,i,i,i
KCNQ1 act,i,i,i,i,i,i,i,i
DYRK1A inh,2.0,1.2,7.7,-3.7,-4.6,4.5,7.8,-0.3
RGS4 block,i,i,i,i,i,i,i,i
GSK3B inh,-8.6,-1.4,1.2,2.6,0.5,3.7,6.3,1.8
GSK3 alpha inh,3.5,0.8,0.0,-0.4,-4.0,0.7,-3.5,-2.3
PolyA inhibitor,i,i,i,i,i,i,i,i
KCNK3 block,i,i,i,i,i,i,i,i

# 11 structures out of the list, arranged by count of non-hydrogen atoms, high to low.
9	C[C@@H](CN1C2=NC[C@H](Cc3ccc(O)cc3)N2C[C@H]1Cc1ccc(O)cc1)NC(=O)CCC1CCCCC1
14	CCN1C(=O)[C@H]2[C@@H](c3ccc(C)cc3)N3C(=O)N(c4ccc(OC)cc4)C(=O)[C@@]3(C)[C@H]2C1=O
13	COc1cc2c(cc1OC)CN(C(=O)CSc1nc(N)c(C#N)cc1C#N)CC2
10	CC(=O)Nc1ccc(S(=O)(=O)N(Cc2ccccc2)c2ccccc2)cc1
7	CCN(CCO)C(=O)c1ccc2nc(Cc3ccc(OC)cc3)oc2c1
4	Cc1cccc(NC(=O)CCS(=O)(=O)c2cccc3nonc23)c1C
6	Cc1cc2ccccc2c(=O)n1CC(=O)NCCC1=CCCCC1
11	CCOCCCn1cnc2c3cc(F)ccc3n(C)c2c1=O
2	Cc1ccc(C(=O)N/N=C\c2ccccc2[N+](=O)[O-])cn1
8	COC(=O)C(Cc1cnc[nH]1)NC(=O)C1CCC(=O)N1 (stereo not drawn)
assay / entry,9,14,13,10,7,4,6,11,2,8
KCNQ1 inh,i,i,i,i,i,i,i,i,i,i
hERG protect,-11.0,-0.7,-0.1,-8.7,-6.2,-4.5,-16.4,-12.4,-5.0,-9.9
KCNK9 block,i,i,i,i,i,i,i,i,i,i
RGS4 act,i,i,i,i,i,i,i,i,i,i
KCNQ1 act,i,i,i,i,i,i,i,i,i,i
DYRK1A inh,2.0,4.5,-4.6,1.2,x,-3.4,x,7.7,3.1,-0.4
RGS4 block,i,i,i,i,i,i,i,i,i,i
GSK3B inh,-8.6,3.7,0.5,-1.4,-0.2,-1.0,1.9,1.2,1.7,-0.1
GSK3 alpha inh,3.5,0.7,-4.0,0.8,0.3,-2.3,-1.8,0.0,x,-1.9
PolyA inhibitor,i,i,i,i,i,i,i,i,i,i
KCNK3 block,i,i,i,i,i,i,i,i,i,i

5	O=C(O)CN1C(=O)CSc2ccccc21
assay / entry,5
KCNQ1 inh,i
hERG protect,-8.1
KCNK9 block,i
RGS4 act,i
KCNQ1 act,i
DYRK1A inh,0.3
RGS4 block,i
GSK3B inh,-4.0
GSK3 alpha inh,1.0
PolyA inhibitor,i
KCNK3 block,i

# Next compounds:
17	COC(=O)C1Cc2ccccc2CN1C(=O)CCl (stereo not drawn)
18	CC(C)(C)OCC(O)CN1CCN(C(=O)c2ccccc2)CC1 (stereo not drawn)
19	Cc1ccc(CNC(=O)CCOc2ccc(C(C)(C)C)cc2)cc1
20	COc1cc2c(cc1OC)C(CSc1ccccc1C(=O)O)=NC(C)(C)C2
assay / entry,17,18,19,20
KCNQ1 inh,i,i,i,i
hERG protect,-7.4,2.9,-4.7,-10.4
KCNK9 block,i,i,i,i
RGS4 act,i,i,i,i
KCNQ1 act,i,i,i,i
DYRK1A inh,x,x,4.4,-0.4
RGS4 block,i,i,i,5.56*
GSK3B inh,1.6,-2.4,1.3,-0.2
GSK3 alpha inh,0.4,0.6,-1.4,-3.7
PolyA inhibitor,i,i,i,i
KCNK3 block,i,i,i,i

# Source: PubChem BioAssay

# An excerpt. The share of hits here may be higher or lower than overall.
